Mcl1-Noxa inh: Mcl-1/Noxa binding inhibitors, primary screen, biochemical, TR-FRET, 1536-well; 220,000 tested, 1.5% active; inhibition, % at 21.7 µM; AID 1022, 2008; Induced myeloid leukemia cell differentiation protein Mcl-1 (Homo sapiens), Q07820; TR-FRET Mcl-1/Noxa peptide binding, 2 h;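 active = compounds that cut the protein-peptide binding signal by more than 50% relative to plate controls in a single-dose test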;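 note: His-tagged Mcl-1 with rhodamine Noxa BH3 peptide and terbium anti-His antibody; 0% = Mcl-1 plus Noxa peptide wells and 100% = peptide-only wells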
Bcl-2 Bim block: inhibitors of Bim-Bcl-2 binding, primary screen, biochemical, multiplexed, human Bcl-2 family. Bead-based flow cytometry, Bim peptide-Bcl-2 binding. inhibition, % at 10 µM. 190,000 tested, 0.06% active; in the data active = inhibition above about 40%; inconclusive = no clear call, values can overlap the other calls;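 note: 0% = no compound wells with probe peptide and 100% = reference peptide inhibitor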
Target sequence (P10415 whole entry, looked up): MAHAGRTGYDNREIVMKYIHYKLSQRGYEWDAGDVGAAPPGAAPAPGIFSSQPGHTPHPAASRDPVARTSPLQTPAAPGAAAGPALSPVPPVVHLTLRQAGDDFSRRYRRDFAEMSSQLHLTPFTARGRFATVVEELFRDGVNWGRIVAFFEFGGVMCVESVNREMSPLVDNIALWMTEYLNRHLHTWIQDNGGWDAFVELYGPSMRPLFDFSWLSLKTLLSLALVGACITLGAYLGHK
RGS4-Gao reg: modulators of RGS4 binding to Galphao, primary screen, biochemical, multiplexed bead flow cytometry; Guanine nucleotide-binding protein G(o) subunit alpha (Homo sapiens), P09471; actives lie on both sides; binding response (% of control), % at 10 µM; 220,000 tested, 0.33% active; AID 1415, 2008; in the data active = binding response below about 49% or above about 150%; inactive = in between;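 note: fluorescent Galphao activated with aluminum fluoride binding bead-coupled RGS4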
Target sequence (P09471 whole entry, looked up): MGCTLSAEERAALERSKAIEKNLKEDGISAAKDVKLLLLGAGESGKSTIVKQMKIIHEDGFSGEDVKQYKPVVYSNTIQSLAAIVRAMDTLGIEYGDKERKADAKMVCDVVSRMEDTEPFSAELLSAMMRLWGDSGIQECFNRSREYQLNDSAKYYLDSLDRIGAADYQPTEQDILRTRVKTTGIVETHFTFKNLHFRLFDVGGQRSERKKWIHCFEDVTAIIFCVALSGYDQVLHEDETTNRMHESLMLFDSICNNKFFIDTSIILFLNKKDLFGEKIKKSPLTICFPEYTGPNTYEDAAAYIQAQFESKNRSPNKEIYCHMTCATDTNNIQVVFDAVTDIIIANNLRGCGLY
Mcl-1 Bim block: inhibitors of Bim peptide binding to Mcl-1, primary screen, biochemical, bead-based flow cytometry, multiplex. Induced myeloid leukemia cell differentiation protein Mcl-1 (Homo sapiens), Q07820. Bim peptide-Mcl-1 binding. inhibition, % at 10 µM. 190,000 tested, 0.1% active. AID 1009, 2008;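 note: 0% = no compound tracer wells and 100% = peptide blocker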
Bim-Bcl-B: inhibitors of Bim-Bcl-B binding, primary screen, biochemical, multiplexed, human Bcl-2 family. Bcl-2-like protein 10 (Homo sapiens), Q9HD36. bead-based flow cytometry, Bim peptide-Bcl-B binding. inhibition, % at 10 µM. 190,000 tested, 0.073% active;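 note: 0% = tracer peptide without compound and 100% = reference inhibitor peptide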
Bcl-XL Bim block: inhibitors of Bim-Bcl-XL binding, primary screen, biochemical, multiplexed, bead flow cytometry, human Bcl-XL; inhibition, % at 10 µM; Bcl-2-like protein 1 (Homo sapiens), Q07817; Bim peptide-Bcl-XL binding, fluorescence; AID 1007, 2008; 190,000 tested, 0.04% active
Bim-Bcl-W: inhibitors of Bim binding to Bcl-W, primary screen, biochemical, multiplexed, bead-based flow cytometry; AID 952, 2007; Bim peptide-Bcl-W binding; 190,000 tested, 0.02% active; Bcl-2-like protein 2 (Homo sapiens), Q92843; inhibition, % at 10 µM;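 note: 0% = bound tracer without compound and 100% = peptide blocker; higher means less fluorescent Bim peptide bound to Bcl-W beads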
Mcl1-Bid inh: Mcl-1/Bid binding inhibitors, primary screen, biochemical, TR-FRET, 1536-well. inhibition, % at 21.7 µM. Induced myeloid leukemia cell differentiation protein Mcl-1 (Homo sapiens), Q07820. 220,000 tested, 0.97% active. TR-FRET Mcl-1/Bid-Dy647 peptide binding. AID 1021, 2008;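 active = compounds that cut the binding signal by more than half at the single screening dose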;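 note: His-tagged Mcl-1 with europium anti-His antibody binding Bid BH3 peptide; 0% = Mcl-1 plus peptide wells and 100% = peptide-only wells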
RGS7-Gao reg: RGS7-Galphao binding modulators, primary screen, biochemical, multiplexed bead flow cytometry | actives lie on both sides | 220,000 tested, 0.35% active | AID 1439, 2008 | binding response (% of control), % at 10 µM | Guanine nucleotide-binding protein G(o) subunit alpha (Homo sapiens), P09471; in the data active = binding response below about 49% or above about 150%; inconclusive = no clear call, values can overlap the other calls; inactive = in between;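 note: fluorescent Galphao held in activated GDP-AlF4 state binding bead-coupled RGS7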
Bfl-1 Bim block: inhibitors of Bim binding to Bfl-1, primary screen, biochemical, multiplexed, bead-based flow cytometry; 190,000 tested, 0.12% active; inhibition, % at 10 µM; Bim-Bfl-1 binding inhibition; AID 1008, 2008; Bcl-2-related protein A1 (Homo sapiens), Q16548;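 note: 0% = wells without compound plus tracer and 100% = blocker peptide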
RGS8-Gao: RGS8-Galphao binding modulators, primary screen, biochemical, multiplexed bead flow cytometry | actives lie on both sides | response (percent of control binding), % at 10 µM | 220,000 tested, 0.34% active; in the data active = response below about 60% or above about 140%; inactive = in between;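 note: Galphao activated as the GDP aluminium fluoride complex binding bead-coupled RGS8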
The depositor's hits bear a star; ? = inconclusive; . = no result given. Cut-off read from the data, not from the text of the source, unless noted: active = inhibition above about 40%. Compounds as they come. Share with any hit: about 2.7%.

| smiles | Mcl1-Noxa inh | Bcl-2 Bim block | RGS4-Gao reg | Mcl-1 Bim block | Bim-Bcl-B | Bcl-XL Bim block | Bim-Bcl-W | Mcl1-Bid inh | RGS7-Gao reg | Bfl-1 Bim block | RGS8-Gao |
| --- | --- | --- | --- | --- | --- | --- | --- | --- | --- | --- | --- |
| CCCCC(=O)Nc1ccc2c(c1)nc1n2CCN(CCOC)C1 | 5 | . | 104 | . | . | . | . | -31 | ? | . | 99 |
| COc1ccc(C(=O)Nn2c(SCc3ccc([N+](=O)[O-])cc3)nc3ccccc3c2=O)cc1 | -8 | -4 | 104 | -2 | -1 | -3 | -3 | -27 | 109 | -1 | 104 |
| COc1ccc(-c2cc(C(=O)Nc3cc(OC)c(OC)c(OC)c3)no2)cc1OC | 11 | 1 | 100 | 0 | -5 | 13 | -3 | -18 | 96 | -5 | 92 |
| CCc1ccc(NC(=O)Cc2cn(C)c3ccccc23)cc1 | 0 | -2 | 101 | 2 | -1 | -2 | 0 | -6 | 102 | 0 | 101 |
| Cc1cc(C)cc(N(C(=O)C2CCCC2)C2C=CS(=O)(=O)C2)c1 (centres undefined) | -6 | 1 | 100 | 4 | 0 | 2 | 1 | -18 | 100 | 1 | 99 |
| O=C(O)COCC(=O)Nc1ccc(-n2nc(C(F)(F)F)cc2-c2cccs2)cc1 | 1 | . | 105 | . | . | . | . | 4 | ? | . | 103 |
| CCN(CC)C(=O)CC(c1ccc(N(C)C)cc1)c1c(OC)cc(OC)c2c(-c3ccccc3)cc(=O)oc12 (centres undefined) | 22 | . | 99 | . | . | . | . | -85 | ? | . | 102 |
| C/C(=N\NC(=S)NCc1ccccc1)c1ccco1 | 4 | 4 | 98 | 0 | -11 | -5 | 0 | -42 | 101 | 2 | 99 |
| CCN(CC)Cc1c(O)ccc2c([N+](=O)[O-])c(C)n(-c3ccc(OC)cc3)c12 | 15 | 4 | 98 | -2 | -6 | -4 | 0 | -25 | 98 | 3 | 102 |
| CCn1nnnc1SCC(=O)Nc1nc(C)c(C)s1 | 13 | -13 | 86 | -3 | -11 | -9 | -6 | -13 | 86 | 0 | 104 |
| Cc1ccc(OCCn2cc(C(=S)N3CCCC3)c3ccccc32)cc1C | -21 | -2 | 106 | -2 | 0 | -1 | -2 | -46 | 103 | 0 | 103 |
| CC12CC(NC(=O)N1c1ccc(C(=O)N3CCN(c4ccccn4)CC3)cc1)c1ccccc1O2 (centres undefined) | -9 | -9 | 97 | -3 | -8 | 0 | 1 | -2 | 99 | -16 | 99 |
| CCCCCCOc1ccc(N2C(=O)CC(N3CCC(C(=O)OCC)CC3)C2=O)cc1 (centres undefined) | -8 | -7 | 102 | 0 | -5 | -2 | 0 | -25 | 104 | -12 | 102 |
| Cc1n[nH]c(=O)nc1N/N=C/c1cccs1 | 8 | -12 | 102 | -1 | -4 | -6 | -2 | -47 | 105 | -6 | 97 |
| COCC(=O)N(C)c1nnc(-c2ccccn2)s1 | -11 | -2 | 99 | -1 | -8 | -5 | -2 | -10 | 106 | 0 | 103 |
| CC[C@H](C)C1NC(=O)[C@H](CC(=O)O)NC(=O)c2cc([N+](=O)[O-])cc(I)c2NCCC(C(N)=O)NC1=O (some centres undefined) | 13 | -1 | 101 | -2 | 0 | -1 | 0 | -12 | 103 | -1 | 99 |
| O=C(O)Cn1cc(C(=O)C(F)(F)F)c2ccccc21 | 14 | -3 | 101 | -1 | -3 | -3 | -1 | -17 | 100 | -4 | 102 |
| CSCCC1NC(=O)N(CC(=O)Nc2ccc(-c3ccccc3)cc2)C1=O (centres undefined) | -5 | . | 104 | . | . | . | . | -12 | ? | . | 101 |
| COc1ccc(C(=O)N2CCN(c3nnnn3-c3ccccc3)CC2)cc1OC | 1 | -7 | 100 | -3 | -6 | -5 | 0 | -37 | 100 | -15 | 101 |
| Cc1cc(N2CCN(C)CC2)nc2ccc(NC(=S)N3CCN(c4ccc(F)cc4)CC3)cc12 | 23 | 1 | 101 | 1 | -3 | 0 | -1 | -36 | 98 | 19 | 100 |
| CN(Cc1ccccc1NS(=O)(=O)c1ccc2ccccc2c1)C1CCCCC1 | 18 | 0 | 103 | 0 | -1 | 1 | 0 | -11 | 102 | 0 | 106 |
| Cc1ccc(/C=C/C(=O)NCC2COc3ccccc3O2)o1 (centres undefined) | 42 | -2 | 90 | -7 | -53 | -9 | -11 | -13 | 96 | 9 | 75 |

Structures from the list above with a carbonyl joined to an NH by a bond outside any ring:
| smiles | Mcl1-Noxa inh | Bcl-2 Bim block | RGS4-Gao reg | Mcl-1 Bim block | Bim-Bcl-B | Bcl-XL Bim block | Bim-Bcl-W | Mcl1-Bid inh | RGS7-Gao reg | Bfl-1 Bim block | RGS8-Gao |
| --- | --- | --- | --- | --- | --- | --- | --- | --- | --- | --- | --- |
| CCCCC(=O)Nc1ccc2c(c1)nc1n2CCN(CCOC)C1 | 5 | . | 104 | . | . | . | . | -31 | ? | . | 99 |
| COc1ccc(C(=O)Nn2c(SCc3ccc([N+](=O)[O-])cc3)nc3ccccc3c2=O)cc1 | -8 | -4 | 104 | -2 | -1 | -3 | -3 | -27 | 109 | -1 | 104 |
| COc1ccc(-c2cc(C(=O)Nc3cc(OC)c(OC)c(OC)c3)no2)cc1OC | 11 | 1 | 100 | 0 | -5 | 13 | -3 | -18 | 96 | -5 | 92 |
| CCc1ccc(NC(=O)Cc2cn(C)c3ccccc23)cc1 | 0 | -2 | 101 | 2 | -1 | -2 | 0 | -6 | 102 | 0 | 101 |
| O=C(O)COCC(=O)Nc1ccc(-n2nc(C(F)(F)F)cc2-c2cccs2)cc1 | 1 | . | 105 | . | . | . | . | 4 | ? | . | 103 |
| CCn1nnnc1SCC(=O)Nc1nc(C)c(C)s1 | 13 | -13 | 86 | -3 | -11 | -9 | -6 | -13 | 86 | 0 | 104 |
| CC[C@H](C)C1NC(=O)[C@H](CC(=O)O)NC(=O)c2cc([N+](=O)[O-])cc(I)c2NCCC(C(N)=O)NC1=O (some centres undefined) | 13 | -1 | 101 | -2 | 0 | -1 | 0 | -12 | 103 | -1 | 99 |
| CSCCC1NC(=O)N(CC(=O)Nc2ccc(-c3ccccc3)cc2)C1=O (centres undefined) | -5 | . | 104 | . | . | . | . | -12 | ? | . | 101 |
| Cc1ccc(/C=C/C(=O)NCC2COc3ccccc3O2)o1 (centres undefined) | 42 | -2 | 90 | -7 | -53 | -9 | -11 | -13 | 96 | 9 | 75 |
